Bioassay records (PubChem)
MK inhibit – inhibitors of Streptococcus pneumoniae mevalonate kinase. inhibition, % at 10 µM. hit rate 0.48% among 65,000. AID 555. purified MK, PK/LDH-coupled NADH absorbance 340 nm;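 active = ranked among the strongest by inhibition in the single 10 µM screen, a fixed top-ranked set picked for dose follow-up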; also: no value below 0 was filed
LYP phosphatase – LYP phosphatase inhibitors, primary screen, biochemical, DiFMUP fluorescence, recombinant catalytic domain, 10 µM (AID 606); recombinant LYP catalytic domain, DiFMUP fluorescence; higher % means a stronger effect; inhibition, % at 10 µM, or IC50 in µM where a hit was titrated; 52,000 tested, under 10 active;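 active = IC50 under 40 µM in the dose-response test; inactive = IC50 of 40 µM or more, or never dose-tested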
Spn DPM-DC inh – S. pneumoniae DPM-DC inhibition | purified DPM-DC, PK/LDH coupled NADH fluorescence | calls only at 10 µM | hit rate 0.49% among 65,000;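 active = the 320 compounds with the highest percent inhibition in the single-dose primary screen, excluding strongly autofluorescent ones, cut at about 32% in these data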;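 also: kinetic rate of NADH fluorescence loss reporting ADP formed by the decarboxylase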
TNAP inhibition – human TNAP enzyme inhibitors, biochemical, luminescent (AID 518) | one-dose inhibition, % at 20 µM; IC50 in µM for titrated hits | hit rate 0.09% among 64,000 | purified TNAP enzyme, luminescent substrate readout; higher % means a stronger effect; in the data active = a potency from the dose series; inactive = the rest, 99 in 100 with inhibition below about 22%;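 also: plate controls were vehicle for no effect and reference inhibitor for full effect; many of its hits are not listed in these tables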
KRASV12 cytotoxicity – cytotoxicity in KRAS-transformed pancreatic duct cells, primary screen, cell-based, fluorescence, HTS (AID 431). cytotoxicity, % at 10 µM, or EC50 in µM where a hit was titrated. hit rate 1.7% among 63,000. HPDE-C7K KRASV12 cells, Alamar Blue viability, 48 h; higher % means a stronger effect;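 active = compounds whose percent cytotoxicity in the single-dose primary screen, scaled between solvent and toxic-drug controls, exceeds 50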;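 also: 0% = DMSO solvent wells and 100% = doxorubicin-treated wells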
HPDE-C7 viability – cytotoxicity in HPDE-C7 cells, cell-based, fluorescence, HTS (AID 430) | hit rate 1.8% among 63,000 | cytotoxicity, % at 10 µM, or EC50 in µM where a hit was titrated | HPDE-C7 pancreatic duct cells viability, fluorescence; higher % means a stronger effect;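 also: cells exposed to compound for 48 hours before viability readout; 0% = vehicle and 100% = reference cytotoxic drug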
Spn PMK inh – S. pneumoniae PMK inhibition; purified PMK, PK/LDH-coupled NADH absorbance 340 nm; inhibition, % at 10 µM; hit rate 0.49% among 65,000; AID 539;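 active = top-ranked compounds by inhibition in the single 10 µM screen, taking a fixed number of the strongest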;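 also: 0% = full reaction with DMSO carrier and 100% = background rate without enzyme reaction; no value below 0 was filed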
Bfl-1 inhibitors – Bfl-1 inhibitors, primary screen, biochemical, fluorescence polarization, FITC-Bid, mouse (AID 432). FITC-Bid BH3 peptide fluorescence polarization displacement; higher % means a stronger effect. displacement, % at 20 µM; hits with a dose series show IC50 in µM. hit rate 0.02% among 64,000; in the data active = a potency from the dose series; inactive = the rest, 99 in 100 with displacement below about 15%; also: strong numbers were not always called active
HT1080 cytotoxicity – cytotoxicity in HT1080 fibrosarcoma cells, cell-based, fluorescence readout (AID 620) | hit rate 0.42% among 87,000 | HT1080 viability, fluorescence; higher % means a stronger effect | cytotoxicity, % at 10 µM, or EC50 in µM where a hit was titrated;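 also: cells exposed to compound overnight then 4 h with Alamar Blue; 0% = vehicle DMSO and 100% = killing control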
Spn PMK inh pilot replicates – also measured in Spn PMK inh; calls as there; inhibition, %; measured here: pilot screen replicates
MK inhibit pilot replicates – also measured in MK inhibit; calls as there; inhibition, %; measured here: pilot screen replicates
Spn DPM-DC inh pilot screen % – recorded beside Spn DPM-DC inh, whose call it bears; inhibition, %; measured here: pilot screen trials
* hit, by the source's call; i = inactive; · = no result given. Rule as the data show it, unless noted: active = cytotoxicity above about 50%; inactive = the rest. Rows were taken by chance (roughly 3.4% active in at least one column).

SMILES	MK inhibit	LYP phosphatase	Spn DPM-DC inh	TNAP inhibition	KRASV12 cytotoxicity	HPDE-C7 viability	Spn PMK inh	Bfl-1 inhibitors	HT1080 cytotoxicity	others
Cc1nnc(NC(=O)CSc2nnnn2Cc2ccccc2)s1	6	14%	i	10%	0%	-2%	3	-2%	-1%
CCN(CCCNS(=O)(=O)c1ccc2c(c1)CCN2C(C)=O)c1cccc(C)c1	5	0%	i	10%	6%	5%	5	-2%	-1%
O=C(c1ccccc1F)N1CCC(O)(c2cccnc2)CC1	0	-6%	i	12%	-3%	1%	19	-5%	-9%
CCC(=O)/C=C1\Sc2ccc(OC)cc2N1CC	3	-5%	i	3%	5%	0%	0	-8%	-8%
COc1ccc(Cl)cc1Nc1nc(N2CCCC2)nc(N2CCCC2)n1	5	8%	i	5%	1%	-4%	18	-7%	-10%
COc1ccc(C(c2nnnn2C(C)(C)C)N2CCN(c3nc4ccccc4s3)CC2)cc1OC (stereo not given)	14	4%	i	6%	2%	6%	5	1%	-10%
Cc1ccc(CNC(=O)c2cc3c(=O)n4ccccc4nc3n(CC3CCCO3)c2=N)cc1 (stereo not given)	1	·	·	14%	15%	28%	8	-6%	16%
Cc1cnc(C(=O)Nc2ccccc2-c2nnn(CC(=O)NC3CCCC3)n2)cn1	15	2%	i	2%	-5%	-1%	11	-2%	0%
CC(=O)Nc1nnc(S(N)(=O)=O)s1	7	6%	i	2%	-10%	-2%	10	1%	2%	Spn PMK inh pilot replicates=0.0;MK inhibit pilot replicates=3.0;Spn DPM-DC inh pilot screen %=1.0
FC(F)(F)c1cccc(NCc2cn3cccnc3n2)c1	0	·	i	-2%	-16%	-2%	17	-13%	-2%
CCc1nnc(NC(=O)CSc2nnc(CCc3nc4ccccc4[nH]3)n2C)s1	11	7%	i	-1%	6%	-7%	7	0%	4%
COc1ccc(C)cc1NC(=O)CCC(=O)Nc1ccc2nc(N3CCN(C)CC3)cc(C)c2c1	8	5%	i	4%	5%	-9%	8	-3%	-1%	Spn PMK inh pilot replicates=1.5;MK inhibit pilot replicates=0.0;Spn DPM-DC inh pilot screen %=22
CCCc1cc(=O)[nH]c(=S)[nH]1	7	19%	i	14%	-15%	11%	0	1%	-1%	Spn PMK inh pilot replicates=4.5;MK inhibit pilot replicates=0.0;Spn DPM-DC inh pilot screen %=0.0
COc1ccc(-n2c(COc3ccc(C)cc3)nnc2SCC(N)=O)cc1	1	3%	i	6%	-3%	-1%	5	-3%	-6%
Cc1c(NC(=O)C2CC(c3c(F)cccc3Cl)=NO2)c(=O)n(-c2ccccc2)n1C (stereo not given)	9	-4%	i	5%	4%	-1%	0	4%	5%
Cc1ccc(NC(=O)c2noc3c2CCCCC3)cc1C	6	14%	i	12%	-10%	-10%	11	1%	-1%
CCOc1ccccc1NC(=O)Cn1c(C)cc(COC)c(C#N)c1=O	9	·	i	7%	0%	6%	13	-3%	3%
CCOCCn1c(SCc2c(F)cccc2Cl)nc2c1c(=O)[nH]c(=O)n2C	2	1%	i	9%	-8%	1%	0	-2%	-13%
CCOC(=O)C1=C(C)Nc2nc(C)nn2C1c1ccc(OC)c(OC)c1 (stereo not given)	7	9%	i	0%	-9%	-9%	5	0%	-2%
Cc1ccccc1-n1nc2c(c1NC(=O)c1cccc(F)c1)CS(=O)C2 (stereo not given)	2	7%	i	9%	13%	3%	1	-9%	·
COc1cccc(C2CC(c3ccccc3Cl)Nc3ncnn32)c1 (stereo not given)	16	1%	i	·	·	·	13	·	-5%
O=C(NCCO)c1ccc2[nH]c3c(c2c1)CCCC3	7	8%	i	13%	-24%	-20%	7	-4%	6%
O=C(CSCc1ccccc1)NC1CCSC1=O (stereo not given)	12	4%	i	17%	12%	2%	0	-10%	6%
O=C(CCc1ccccc1)Nc1nc2n(n1)C(c1ccccc1)CC(=O)N2 (stereo not given)	6	·	i	8%	·	·	12	-9%	2%
COc1cc(CO)cc(Br)c1OCC(=O)N1CCCCC1	5	-1%	i	10%	-4%	-3%	10	-5%	-2%

(next part)
SMILES	MK inhibit	LYP phosphatase	Spn DPM-DC inh	TNAP inhibition	KRASV12 cytotoxicity	HPDE-C7 viability	Spn PMK inh	Bfl-1 inhibitors	HT1080 cytotoxicity	others
O=c1ccc2cc(S(=O)(=O)N3CCOCC3)ccc2o1	6	6%	i	7%	-7%	-2%	14	-6%	3%
Cc1ccccc1NC(=O)N1CCCC(c2nc(-c3ccc(F)cc3)no2)C1 (stereo not given)	2	·	i	8%	8%	-13%	13	-8%	-2%
O=C(O)c1ccc(S(=O)(=O)N2CCC(c3nc(-c4ccccc4Cl)no3)CC2)cc1	9	12%	i	-3%	-9%	-10%	10	-2%	-15%
CCC(c1nnnn1C(C)(C)C)N(CCOC)Cc1cc2cccc(C)c2n2nnnc12 (stereo not given)	6	·	i	10%	-7%	6%	5	-6%	23%
COC(=O)c1cccc(C(=O)Nc2ccc(C)cc2)n1	1	-1%	i	3%	-18%	-16%	0	-11%	11%
COc1cccc(NC(=O)c2nc3ncccn3n2)c1	4	-7%	i	5%	9%	-4%	8	2%	-1%
CCCOc1ccc(C(=O)C(c2ccccc2)N2CCOCC2)cc1 (stereo not given)	0	10%	i	9%	-28%	-22%	13	-5%	-8%
O=C(O)Cc1ccc(NC(=O)C2CCCCC2C(=O)O)cc1 (stereo not given)	8	14%	i	9%	-11%	-10%	23	-1%	2%
O=C(CN1CCN(c2nc(-c3ccc(F)cc3)cs2)CC1)NCc1ccc2c(c1)OCO2	2	0%	i	11%	28%	17%	9	-10%	2%	Spn PMK inh pilot replicates=2.5;MK inhibit pilot replicates=0.0;Spn DPM-DC inh pilot screen %=1.5
COC(=O)C(C)Sc1nc2c(c(=O)n(C)c(=O)n2C)n1Cc1cccc(C)c1 (stereo not given)	6	8%	i	12%	15%	9%	0	0%	-1%	Spn PMK inh pilot replicates=2.5;MK inhibit pilot replicates=0.0;Spn DPM-DC inh pilot screen %=1.5
CCOCCn1c(CN2CCN(c3cccc(Cl)c3)CC2)nc2c1c(=O)n(C)c(=O)n2C	3	7%	i	14%	22%	14%	6	-7%	-2%	Spn PMK inh pilot replicates=2.5;MK inhibit pilot replicates=0.0;Spn DPM-DC inh pilot screen %=0.0
CCOC(=O)N1CCC(NC(=O)c2ccc3c(c2)sc2nc(-c4cccc(OC)c4)cn23)CC1	10	-9%	i	15%	29%	29%	13	29%	12%	Spn PMK inh pilot replicates=8.5;MK inhibit pilot replicates=2.5;Spn DPM-DC inh pilot screen %=3.5
CC(CN1CCOCC1)(NS(=O)(=O)c1ccccc1)c1ccccc1 (stereo not given)	0	·	i	6%	3%	-6%	16	1%	4%	Spn PMK inh pilot replicates=1.5;MK inhibit pilot replicates=0.5;Spn DPM-DC inh pilot screen %=0.0
O=C(O)CCCNS(=O)(=O)c1ccc(F)cc1	1	-4%	i	5%	-13%	-4%	16	9%	-2%
CCOc1ccc(C(=O)Nc2cccc(-c3nc4cccnc4o3)c2)cc1Cl	0	·	i	9%	56%*	44%	8	5%	·
CSc1nnc(-c2ccc(NC(=O)CCc3ccccc3)cc2)n1C	2	3%	i	14%	-10%	-20%	9	-2%	-4%	Spn PMK inh pilot replicates=2.0;MK inhibit pilot replicates=0.0;Spn DPM-DC inh pilot screen %=0.0
COc1ccccc1Oc1coc2c(CN3CCN(C)CC3)c(O)ccc2c1=O	4	3%	·	15%	8%	15%	11	2%	1%	Spn PMK inh pilot replicates=2.0;MK inhibit pilot replicates=2.0
CCOc1ccccc1OCC(=O)Nc1nnc(C)s1	5	·	i	3%	-21%	-18%	9	-13%	-10%
COc1ccccc1OCC(=O)Sc1ccc(C)cc1	0	6%	i	20%	0%	7%	0	8%	-2%
Cc1cccc(NC(=O)C2CCCN(S(=O)(=O)c3cccc4nsnc34)C2)n1 (stereo not given)	8	-7%	i	3%	-8%	-2%	15	-9%	3%
COc1ccc(-c2cc3ccc(OCc4nn[nH]n4)cc3oc2=O)cc1OC	0	·	i	11%	·	·	9	-2%	1%
CCOC(=O)N1CCC(NC(=O)C2CCN(S(=O)(=O)c3cccs3)CC2)CC1	0	-6%	i	4%	-12%	-14%	0	-3%	·
O=C(NCCCN1CCCC1=O)C1CCN(S(=O)(=O)N2CCOCC2)CC1	2	·	i	13%	-10%	-10%	16	2%	0%	Spn PMK inh pilot replicates=0.0;MK inhibit pilot replicates=0.0;Spn DPM-DC inh pilot screen %=0.0
CCOC(=O)c1ccc(N=Cc2nc3ccccc3n2C)cc1	7	18%	i	2%	8%	1%	0	-5%	6%
CC1(C)Cc2c(C#N)c(N3CCN(C(=O)c4ccco4)CC3)nc(-c3ccco3)c2CS1	13	-5%	i	8%	44%	52%*	0	7%	-13%

Reprinted from above, twelve compounds:
SMILES	MK inhibit	LYP phosphatase	Spn DPM-DC inh	TNAP inhibition	KRASV12 cytotoxicity	HPDE-C7 viability	Spn PMK inh	Bfl-1 inhibitors	HT1080 cytotoxicity	others
O=c1ccc2cc(S(=O)(=O)N3CCOCC3)ccc2o1	6	6%	i	7%	-7%	-2%	14	-6%	3%
Cc1ccccc1NC(=O)N1CCCC(c2nc(-c3ccc(F)cc3)no2)C1 (stereo not given)	2	·	i	8%	8%	-13%	13	-8%	-2%
O=C(O)c1ccc(S(=O)(=O)N2CCC(c3nc(-c4ccccc4Cl)no3)CC2)cc1	9	12%	i	-3%	-9%	-10%	10	-2%	-15%
CCC(c1nnnn1C(C)(C)C)N(CCOC)Cc1cc2cccc(C)c2n2nnnc12 (stereo not given)	6	·	i	10%	-7%	6%	5	-6%	23%
COC(=O)c1cccc(C(=O)Nc2ccc(C)cc2)n1	1	-1%	i	3%	-18%	-16%	0	-11%	11%
COc1cccc(NC(=O)c2nc3ncccn3n2)c1	4	-7%	i	5%	9%	-4%	8	2%	-1%
CCCOc1ccc(C(=O)C(c2ccccc2)N2CCOCC2)cc1 (stereo not given)	0	10%	i	9%	-28%	-22%	13	-5%	-8%
O=C(O)Cc1ccc(NC(=O)C2CCCCC2C(=O)O)cc1 (stereo not given)	8	14%	i	9%	-11%	-10%	23	-1%	2%
O=C(CN1CCN(c2nc(-c3ccc(F)cc3)cs2)CC1)NCc1ccc2c(c1)OCO2	2	0%	i	11%	28%	17%	9	-10%	2%	Spn PMK inh pilot replicates=2.5;MK inhibit pilot replicates=0.0;Spn DPM-DC inh pilot screen %=1.5
COC(=O)C(C)Sc1nc2c(c(=O)n(C)c(=O)n2C)n1Cc1cccc(C)c1 (stereo not given)	6	8%	i	12%	15%	9%	0	0%	-1%	Spn PMK inh pilot replicates=2.5;MK inhibit pilot replicates=0.0;Spn DPM-DC inh pilot screen %=1.5
CCOCCn1c(CN2CCN(c3cccc(Cl)c3)CC2)nc2c1c(=O)n(C)c(=O)n2C	3	7%	i	14%	22%	14%	6	-7%	-2%	Spn PMK inh pilot replicates=2.5;MK inhibit pilot replicates=0.0;Spn DPM-DC inh pilot screen %=0.0
CCOC(=O)N1CCC(NC(=O)c2ccc3c(c2)sc2nc(-c4cccc(OC)c4)cn23)CC1	10	-9%	i	15%	29%	29%	13	29%	12%	Spn PMK inh pilot replicates=8.5;MK inhibit pilot replicates=2.5;Spn DPM-DC inh pilot screen %=3.5
